ATXN2 expr inh: reduces ATXN2 reporter expression in HEK-293 cells. HEK-293 ATXN2-luciferase reporter, luminescence, 24 h. Potency, µM (highest dose often 57 µM), for the others: at the highest dose activity change, negative = inhibition, actives largely listed as inhibitors. 360,000 compounds, 0.72% hits; note: potency is the fitted concentration of half-maximal effect; % is set by controls: 0 for no effect and ±100 for the full control effect; nearly all actives have a fitted effect of over 55% in size
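qHTS (up to 57 uM final) was run with 24 h compound exposure of reporter cells at 37 °C. Each well was multiplexed: SteadyGlo luminescence measured ATXN2-luciferase expression after a fluorogenic Gly-Phe-AFC viability readout (25 uM final).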
TGFb inhibitor: blocks TGF-b signaling; HepG2 CAGA-GFP TGF-b/SMAD3 reporter, GFP fluorescence, 18 h; TGF-beta stimulated, 500 pg/mL final; 410,000 compounds, 1.2% hits; AID 588855; Potency, µM (series often up to 46.1 µM), for inactives: at the highest dose activity, negative = inhibition, usual class: inhibitors; note: potency is the fitted concentration of half-maximal effect; % is set by controls: 0 for no effect and ±100 for the full control effect; nearly all actives have a fitted effect of over 65% in size
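HEPG2 CAGA-GFP, 1000 cells/well; 2 h settle, 37 C; cpd via pin tool; TGF-b 500 pg/mL final; 18 h, 37 C; GFP imaging ex488/em500-530; %Activity normalised to -TGF-b and +DMSO controls; CRC fit, curve class.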
Nrf2 ARE act: activators of Nrf2 (ARE) signaling; AREc32 ARE-luciferase reporter (MCF7-derived line), luminescence, 24 h; Potency, µM (highest dose often 46.1 µM), without a hit: top-dose activation, actives largely listed as activators; 410,000 compounds, 0.31% hits; note: potency is the fitted concentration of half-maximal effect; % of control where 0% means no effect; nearly all actives have a fitted effect of over 65% in size
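Luminescent ARE reporter assay in AREc32_Fluc cells: overnight plating at 37 deg C, 24 hr compound incubation, Steady-Glo added, 30 min RT before reading.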
A549 tox: counter-screen for Nrf2 inhibitors: cytotoxicity in A549 cells; A549 ARE-Fluc cells, CellTiter-Fluor viability, 18-24 h; Potency, µM (doses to about 46 µM), without a hit: at the top dose activity change, negative = cytotoxicity, actives largely listed as inhibitors; 390,000 compounds, 0.16% hits; note: potency is the fitted concentration of half-maximal effect; % is set by controls: 0 for no effect and ±100 for the full control effect
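Cytotoxicity counterscreen: CellTiter-Fluor fluorescence was measured in A549 ARE_Fluc cells after 18-24 h of compound exposure in a concentration series. The subsequent BugLite luminescent read reports ARE-luciferase activity.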
MCF10A rerep: DNA re-replication induction in MCF 10a cells; MCF 10A DNA re-replication, Hoechst nuclear intensity, 48 h; Potency, µM (doses to about 46.1 µM), for inactives: at the highest dose activity, positive = re-replication, usual class: activators; 350,000 compounds, 2.9% hits; AID 624296; note: potency is the fitted concentration of half-maximal effect; % of control where 0% means no effect; nearly all actives have a fitted effect of over 50% in size
Nrf2 inh: blocks Nrf2 signaling; A549 ARE-Fluc reporter, luciferase luminescence, 18-24 h; 360,000 compounds, 2.1% hits; AID 504444; Potency, µM (top dose mostly 46 µM), inactives show top-dose activity change, negative = inhibition, most hits filed as inhibitors; note: potency is the fitted concentration of half-maximal effect; % is set by controls: 0 for no effect and ±100 for the full control effect; nearly all actives have a fitted effect of over 60% in size
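A549 ARE_Fluc cells, 5000/well, 5% FBS OPTI-MEM; compounds in dose-response, 18-24 h at 37 °C/5% CO2; CellTiter-Fluor viability read (Ex 405/Em 525), then BugLite luciferase luminescence = Nrf2 activity.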
IL-1B inflam inh: blocks inflammasome-driven IL-1 beta release; THP-1 LPS/ATP IL-1B secretion, AlphaLISA, 16 h; hits give low values; activity change, % at 57.5 µM; 360,000 compounds, 4.7% hits; AID 743279; in the data active = activity change below about -50%; inconclusive = mostly about -30% to -49%; note: % is set by controls: 0 for no effect and ±100 for the full control effect
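Secreted IL-1B measured by AlphaLISA bead assay after 16 h compound exposure of THP-1 cells; compounds (final up to 57.5 uM) added 1 h before LPS (250 ng/mL) and ATP (1.25 mM) stimulation; lower signal means less secretion.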
ATXN viability: viability counter-screen for ATXN expression inhibitors; S2 cells (HEK-293 line with an ATXN2-luciferase reporter) viability, CellTiter-Fluor protease fluorescence, 24 h; Potency, µM (series often up to 56.7 µM), usual class: cytotoxic; 400,000 compounds, 0.49% hits; AID 651635; note: potency is the fitted concentration of half-maximal effect; nearly all actives have a fitted effect of over 40% in size
HepG2 tox: kills HepG2 cells in TGF-b inhibitor counter-screen. HepG2 CAGA-GFP viability, ATP luminescence, 18 h. Potency, µM (series often up to 46.1 µM), without a hit: at the top dose activity change, negative = cytotoxicity, hits mostly cytotoxic. 410,000 compounds, 0.76% hits; note: potency is the fitted concentration of half-maximal effect; some results filed as inactive show a strong effect at the top dose
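HepG2 CAGA-GFP cells (1000/well, DMEM with 1% FBS) received compound, then TGF-beta at 500 pg/mL final, and were incubated 18 hours at 37 degrees C. Viability was read by CellTiter-Glo luminescence. Media-only wells were set as complete cell-killing and DMSO as no toxicity.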
* marks the source's active call; other numbers are inactive results; i = inactive; ? = inconclusive; / = no result given; [ ] = dose if it differs, or a comment. Unless noted, calls come from the whole dose curve; as a rule, active = well fitted curve in the direction sought with a large enough effect; inconclusive = small, poorly fitted or top-dose-only effect, or another doubt; inactive = no such curve, though single readings can be large; an effect the other way counts as inactive or inconclusive.

SMILES | ATXN2 expr inh | TGFb inhibitor | Nrf2 ARE act | A549 tox | MCF10A rerep | Nrf2 inh | IL-1B inflam inh | ATXN viability | HepG2 tox
COc1cc(/C=C2/SC(=S)N(CC(=O)Nc3cccnc3)C2=O)cc(OC)c1OC | -17% | 5% | 0.2% | 11% | 8% | 14% | 0 | i | -10%
COc1ccc(NC(=S)N2CCCC(c3nc4ccc(C)cc4[nH]3)C2)cc1 (stereo not given) | / | -19% | -0.1% | 1% | 0% | 12% | 5 | i | -19%
S=C(Nc1ccc2c(c1)OCO2)N1CCCC1 | / | -20% | -0.7% | 0% | -4% | ? | 19 | i | -93%
Cc1nc2sc(-c3ccccc3)cc2c(=O)n1N | / | 4% | -1.9% | -1% | 15% | ? | -23 | i | -18%
Cc1ccc(C(=O)COC(=O)c2cnccn2)cc1[N+](=O)[O-] | -24% | 5% | -0.4% | 0% | -7% | -7% | -4 | i | 2%
FC(F)(F)c1cccc(Oc2cc(C(F)(F)F)nc(-c3ccccn3)n2)c1 | -1% | -11% | 0.0% | 0% | 13% | -9% | -11 | i | 1%
O=C(O)c1ccc2oc(SCC(=O)N3CCCCC3)nc2c1 | 8% | 0% | 0.1% | -3% | 3% | 9% | 19 | i | -2%
CCOc1ccccc1NC(=O)C1CCN(c2ccc(S(=O)(=O)N3CCCC3)cc2)CC1 | -6% | 2% | -1.1% | 11% | ? | / | -1 | i | -12%
Cc1ccc(C2CC(c3cccc(NS(C)(=O)=O)c3)=NN2S(C)(=O)=O)cc1 (stereo not given) | / | -21% | 5.5% | 0% | 5% | 11% | 15 | ? | -13%
COc1ccc(-n2c(COc3ccc4ccccc4c3)nnc2SCC(=O)NCc2ccco2)cc1 | -9% | ? | 0.5% | -2% | -11% | -16% | -13 | ? | -33%
COC(=O)c1ccc(C(=O)OC)c(-n2c(=O)c3ccccc3c3ccccc3c2=O)c1 | ? | ? | 0.4% | ? | ? | ? | -3 | ? | -103%
CCCC(=O)n1nc(-c2ccccc2)nc1N | -16% | -11% | -0.7% | 10% | 0% | 10% | 25 | i | -9%

Shown with each value named: part of the list above.
> Cc1nc2sc(-c3ccccc3)cc2c(=O)n1N
  ATXN2 expr inh: /
  TGFb inhibitor: 4%
  Nrf2 ARE act: -1.9%
  A549 tox: -1%
  MCF10A rerep: 15%
  Nrf2 inh: ?
  IL-1B inflam inh: -23
  ATXN viability: i
  HepG2 tox: -18%
> Cc1ccc(C(=O)COC(=O)c2cnccn2)cc1[N+](=O)[O-]
  ATXN2 expr inh: -24%
  TGFb inhibitor: 5%
  Nrf2 ARE act: -0.4%
  A549 tox: 0%
  MCF10A rerep: -7%
  Nrf2 inh: -7%
  IL-1B inflam inh: -4
  ATXN viability: i
  HepG2 tox: 2%

The listing continues.
SMILES | ATXN2 expr inh | TGFb inhibitor | Nrf2 ARE act | A549 tox | MCF10A rerep | Nrf2 inh | IL-1B inflam inh | ATXN viability | HepG2 tox
CC(C)(C)c1cc[n+](-c2[nH]c(=O)sc2/C=N/N=C(\[O-])c2ccccc2)cc1 | 7% | 7% | -0.4% | -8% | 0% | 15% | -21 | i | 7%
CN(CC(=O)Nc1ccc(F)cc1)CC(=O)N(C)C1(C#N)CCCCC1 | -8% | 2% | 0.0% | -10% | 2% | -19% | -15 | i | 4%
CC(C)(C)C(=O)C(Cl)C(=O)Nc1ccccc1 (stereo not given) | / | ? | 19% | 12% | ? | 10% | ? | i | 8.9µM*
CCOC(=O)Cc1csc(NC(=O)CSc2nc(=O)[nH]c3c2CCCC3)n1 | 4% | -15% | 2.6% | -8% | 3% | -11% | -4 | i | -9%
CSCCC(NC(=O)c1ccc([N+](=O)[O-])cc1Cl)C(=O)OCC(=O)N(C)C (stereo not given) | -2% | -10% | 0.1% | 9% | -35%[inhibitor] | -4% | 58 | i | -4%
COC(=O)c1c(-c2ccc(S(C)(=O)=O)cc2)sc2cc(OC)ccc12 | 34%[activator] | 9% | 2.9% | 1% | 19% | ? | -20 | i | -15%
Cc1ccc(NC(=O)c2ccc(CSc3ncnc4nc[nH]c34)cc2)c(C)c1 | 17% | 0% | 1.8% | -1% | 27% | ? | -13 | i | -14%
Fc1ccc(-c2nc3c(-c4ccccc4)cnn3cc2CCN2CCOCC2)cc1 | 5% | 0% | 5.8% | -1% | 0% | -11% | 12 | i | -32%
COc1ccc(OC)c(C(O)c2ncc(-c3ccc(C(F)(F)F)cc3)[nH]2)c1 (stereo not given) | -13% | 3% | 0.5%[9.22 µM] | / | / | / | 24 | i | -9%
N=c1c2c(-c3ccccc3)c(-c3ccccc3)n(Cc3ccco3)c2ncn1Cc1ccco1 | ? | 0% | -1.6% | ? | ? | ? | -6 | ? | -119%
COCCn1c(SCC(=O)NCCc2ccccc2)nnc1-c1ccco1 | 1% | -16% | -0.4% | 8% | 0% | / | -3 | i | -8%
CCc1nnc(NC(=O)c2ccc(-c3ccc([N+](=O)[O-])cc3Cl)o2)s1 | 2% | 15% | -0.3% | -7% | 0% | -4% | -5 | i | 4%

Among those listed so far, these contain a thiophene ring, fused or not:
SMILES | ATXN2 expr inh | TGFb inhibitor | Nrf2 ARE act | A549 tox | MCF10A rerep | Nrf2 inh | IL-1B inflam inh | ATXN viability | HepG2 tox
Cc1nc2sc(-c3ccccc3)cc2c(=O)n1N | / | 4% | -1.9% | -1% | 15% | ? | -23 | i | -18%
COC(=O)c1c(-c2ccc(S(C)(=O)=O)cc2)sc2cc(OC)ccc12 | 34%[activator] | 9% | 2.9% | 1% | 19% | ? | -20 | i | -15%

The listing picks up, starting 3 compounds before the break.
SMILES | ATXN2 expr inh | TGFb inhibitor | Nrf2 ARE act | A549 tox | MCF10A rerep | Nrf2 inh | IL-1B inflam inh | ATXN viability | HepG2 tox
N=c1c2c(-c3ccccc3)c(-c3ccccc3)n(Cc3ccco3)c2ncn1Cc1ccco1 | ? | 0% | -1.6% | ? | ? | ? | -6 | ? | -119%
COCCn1c(SCC(=O)NCCc2ccccc2)nnc1-c1ccco1 | 1% | -16% | -0.4% | 8% | 0% | / | -3 | i | -8%
CCc1nnc(NC(=O)c2ccc(-c3ccc([N+](=O)[O-])cc3Cl)o2)s1 | 2% | 15% | -0.3% | -7% | 0% | -4% | -5 | i | 4%
COc1ccc(-c2cc(C(=O)NCc3cccc(C(F)(F)F)c3)[nH]n2)c(C)c1 | 0% | ? | 4.9% | / | / | / | -9 | i | -16%
CCn1nnnc1SCC(=O)NNC(=O)C1CCCCC1 | -4% | -17% | 0.2% | / | 2% | 2% | 12 | i | -3%
O=C(CN1CCOCC1)NC1C2CC3CC(C2)CC1C3 (stereo not given) | 3% | 3% | -0.2% | -11% | -4% | -11% | 21 | i | -1%
COc1ccc(C(=O)Nc2ccc(C(=O)O)cc2NC(=O)c2ccc(OC)cc2)cc1 | / | 7% | 0.3% | 8% | ? | 9% | 0 | i | -7%
Nc1nnc(CC(=O)NCc2ccccc2)s1 | 11% | 22% | 0.0% | -1% | 22% | 2% | 1 | i | 7%
O=C(Nc1cccs1)Nc1ccccc1Br | / | ? | ? | 11% | 1% | ? | 7 | i | -8%
CCCCN1C(=O)c2cccc3cc(O)cc(c23)C1=O | 2% | -26% | ? | -1% | ? | 2% | 36 | / | -32%
CN(CC(=O)Nc1cccc(F)c1)C(=O)CC1CCCCC1 | 3% | 3% | 0.1% | -6% | 5% | 2% | -10 | i | 8%
C(=N\Nc1nc(N2CCCC2)nc(N2CCCC2)n1)/c1ccncc1 | -11% | -3% | 2.1% | 0% | -4% | 2% | 0 | i | 7%
CCOC(=O)N1CCN(CC(O)COc2ccc3c(c2)CCC3)CC1 (stereo not given) | 7% | -5% | -0.1% | 1% | -3% | 4% | 5 | i | 5%
COc1ccccc1NC(=O)C(=O)N1N=C(C(C)C)CC1(O)C(F)(F)F (stereo not given) | -14% | -1% | -0.9% | -21% | 8.2µM* | 23µM* | 8 | ? | -11%
O=C1c2oc3ccccc3c(=O)c2C(c2cccc(Br)c2)N1Cc1ccco1 (stereo not given) | 0% | 22% | -0.8% | -2% | -17% | / | 12 | i | -14%
CCc1cccc(NC(=O)CCCSc2nc3ccccc3[nH]2)c1 | -4% | 1% | 0.2% | ? | 10% | 1% | 12 | i | 30%
O=C(Nc1ccc(Cl)c(C(F)(F)F)c1)c1nc2ccccc2nc1N1CCCCC1 | -22% | 17% | 7.4% | 0% | / | / | / | i | -39%
N#C/C(=C(/O)Cc1ccccc1)P(=O)(c1ccccc1)c1ccccc1 | -22% | 6% | -0.9% | -8% | 2% | -7% | 8 | i | 10%
COc1ccccc1NC(=O)C1=C(C)Nc2ncnn2C1c1ccc(C)o1 (stereo not given) | 1% | -2% | 0.7% | -3% | 9% | 11% | -11 | ? | -7%
O=C(CSc1nc2ncccc2o1)Nc1ccc(Cl)cc1F | 0% | -11% | 10% | 0% | / | 17% | / | i | -9%
COc1ccc(-n2nnnc2C(c2ccccc2OC(F)(F)F)N2CCN(C/C=C/c3ccccc3)CC2)cc1 (stereo not given) | 7% | ? | 5.4% | / | / | / | -10 | ? | -1%
O=C(N/N=C/c1ccncc1)c1cccc(N/N=C/c2ccncc2)c1 | 14% | 1% | 3.4% | 0% | 4% | 18% | 49 | i | 0%
CN(C)c1cc[n+](CC(=O)Nc2ccc([N+](=O)[O-])cc2Cl)cc1 | 15% | 3% | -0.2% | -12% | 11% | ? | 9 | i | 5%
C=CCn1c(CCNC(=O)c2ccccc2F)nnc1SCC(=O)Nc1nc2ccccc2s1 | 3% | 3% | -0.3% | 24%[1.84 µM] | 4% | 9% | -13 | i | -3%
CC(C)=CCN1CCN(Cc2c(C)nn(C)c2Cl)CC1CCO (stereo not given) | 0% | -1% | -0.3% | -5% | 3% | 19% | 17 | i | 4%
